# MsrA inh = inhibitors of bovine MsrA. inhibition, % at 15.5 µM. purified bovine MsrA, absorbance read-out. actives 0.75% (n = 360,000); in the data active = inhibition above about 4.5%;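 note: 0% = vehicle wells with enzyme and 100% = reference inhibitor wells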
# MsrA act = activators of bovine methionine sulfoxide reductase A; AID 602163; purified bovine MsrA, absorbance read-out; activation, % at 10.6 µM; actives 0.3% (n = 360,000); in the data active = activation above about 7.5%;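 note: 0% = vehicle and 100% = reference activator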
# MT1-MMP act inh = MT1-MMP (human) activation inhibition | P50281 | HT1080 RFP-PRO-GFP cells, GFP/RFP ratio fluorescence, overnight; percent of plate control window, DMSO zero | GFP/RFP ratio change, % at 20 µM | actives 0.061% (n = 360,000);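 active = GFP/RFP ratio change of at least 30% with cell ATP level not reduced by more than half and red fluorescence within 50% of control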; note: strong numbers were not always called active
#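 Assay system – RFP-PRO-GFP reporter HT1080 cells · Compound dosing – single dose of 20 µM compound, 1% DMSO final · Incubation – overnight compound exposure at 37 °C · Measure – GFP/RFP fluorescence ratio · Benchmarks – DMSO wells and RFP-L50D-GFP cells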
# PABP1 MLLE inh = inhibitors of microRNA-mediated deadenylation, human PABP1 MLLE binding; P11940; GST-MLLE / FITC-PAM2 fluorescence polarization; inhibition, % at 20 µM; actives 0.36% (n = 360,000); AID 588489; in the data active = inhibition above about 35%, passing the limit was not always enough;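 note: plate controls were DMSO wells with GST-MLLE for no effect and wells lacking GST-MLLE protein for full effect; some results filed as inactive read as strong as hits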
# TbMetRS inhib = Trypanosoma brucei MetRS inhibition | purified T. brucei MetRS, ATP depletion, Kinase-Glo luminescence | inhibition, % at 11.9 µM | actives 0.4% (n = 360,000) | AID 624268;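 active = inhibition above a per-plate cutoff of the control wells' mean inhibition plus 3 SD, cut at about 5.5% in these data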;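 note: 0% = DMSO wells median and 100% = median of wells with control inhibitor compound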
#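 Material – parasite MetRS enzyme · Medium – HEPES-MgCl2-KCl buffer plus DTT, spermine, BSA, pyrophosphatase · Reagent – ATP, methionine and E. coli bulk tRNA substrates · Times – 15 min enzyme-compound preincubation, 2 h reaction, 10 min detection, 25 °C · Measured by – luminescence of leftover ATP · Evaluation – percent inhibition relative to median high and low control wells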
# FAS TE block = FAS thioesterase (human) inhibition; recombinant FAS-TE, OMFH fluorogenic substrate, fluorescence endpoint; inhibition, % at 15 µM; P49327; actives 0.67% (n = 360,000);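 active = compounds whose normalised, plate-corrected inhibition of enzyme fluorescence in the single-dose primary screen is 50% or more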;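 note: 0% = DMSO with enzyme and 100% = substrate without enzyme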
# eLon inh = inhibits E. coli Lon protease | P0A9M0 | purified E. coli Lon protease, fluorescence polarization | inhibition, % at 7.94 µM | actives 0.42% (n = 360,000) | AID 602123; in the data active = inhibition above about 13%, passing the limit was not always enough;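 note: 0% = enzyme with probe and DMSO and 100% = no enzyme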
# SKN-1 inh = blocks SKN-1 activity in C. elegans | inhibition, % at 21.8 µM | C. elegans VP596 Pgst-4::GFP/RFP ratio, acrylamide-induced, 24 h | AID 624304 | actives 0.49% (n = 360,000);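 active = interference check ratio from 0.5 to 1.5 plus GFP to RFP signal ratio inhibition reaching or exceeding a fixed threshold, cut at about 30% in these data, passing the limit was not always enough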; note: some compounds called inactive have numbers as strong as hits
# CendR NRP1 mod = modulators of CendR peptide binding to human neuropilin-1; O14786; FAM-RPARPAR peptide binding to NRP-1, fluorescence polarization; inhibition, % at 25 µM; actives 0.85% (n = 360,000);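 active = inhibition or corrected inhibition above about 18%, plus a signal ratio from 0.5 to 1.5, limit read from the data, passing the limit was not always enough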; note: strong numbers were not always called active
# Target sequence (O14786 whole entry, looked up): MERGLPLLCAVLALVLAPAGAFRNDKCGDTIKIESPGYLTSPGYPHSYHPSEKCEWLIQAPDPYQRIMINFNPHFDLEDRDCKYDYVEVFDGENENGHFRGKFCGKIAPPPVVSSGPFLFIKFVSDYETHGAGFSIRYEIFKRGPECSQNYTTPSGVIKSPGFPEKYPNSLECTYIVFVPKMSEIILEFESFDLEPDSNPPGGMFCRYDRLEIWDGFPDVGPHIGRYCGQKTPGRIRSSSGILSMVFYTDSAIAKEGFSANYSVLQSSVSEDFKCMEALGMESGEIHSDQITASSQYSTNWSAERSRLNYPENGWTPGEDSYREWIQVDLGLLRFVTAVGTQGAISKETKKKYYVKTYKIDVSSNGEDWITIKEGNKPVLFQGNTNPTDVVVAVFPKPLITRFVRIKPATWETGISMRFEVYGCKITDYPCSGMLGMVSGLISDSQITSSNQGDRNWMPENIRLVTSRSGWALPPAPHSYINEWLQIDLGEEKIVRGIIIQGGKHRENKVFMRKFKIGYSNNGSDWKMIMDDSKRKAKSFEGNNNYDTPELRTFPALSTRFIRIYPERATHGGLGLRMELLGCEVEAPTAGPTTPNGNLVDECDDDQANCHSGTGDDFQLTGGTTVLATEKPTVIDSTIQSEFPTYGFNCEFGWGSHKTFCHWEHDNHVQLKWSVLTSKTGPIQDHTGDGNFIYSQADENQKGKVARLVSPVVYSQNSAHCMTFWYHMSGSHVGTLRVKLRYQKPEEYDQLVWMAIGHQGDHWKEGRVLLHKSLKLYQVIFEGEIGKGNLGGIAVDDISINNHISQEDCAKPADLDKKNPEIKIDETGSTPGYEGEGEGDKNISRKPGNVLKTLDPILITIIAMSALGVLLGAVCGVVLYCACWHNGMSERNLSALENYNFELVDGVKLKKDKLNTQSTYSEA
# Active calls of the source: *; · = not tested or not shown.
structure,MsrA inh,MT1-MMP act inh,SKN-1 inh,eLon inh,PABP1 MLLE inh,TbMetRS inhib,CendR NRP1 mod,FAS TE block,MsrA act
CCC(=O)N1CCN(c2ccc(NC(=S)NC(=O)c3cccc([N+](=O)[O-])c3)cc2)CC1,0.1,3,-24,1,43*,-1.0,1,-2,-10
O=C(NCCN1CCN(c2ccccc2)CC1)c1cccc(Cl)c1,0.0,4,7,3,-15,-0.2,0,-2,1
COc1ccccc1CNS(=O)(=O)c1c(C)[nH]c(C)c1C(=O)N1CCCCC1,-0.1,-1,3,6,-16,-0.5,5,-9,-4
CC(=O)NC1=NN(C(C)=O)C(c2ccc(C(C)C)cc2)S1 (stereo not given),-0.2,-1,16,8,-1,0.0,-6,12,-3
Cc1ccc(NC(=O)CN2C(=O)NC3(CCCC3)C2=O)c(Cl)c1,1.0,1,14,7,-8,-0.6,3,-3,-3
CCCCNC(=S)N/N=C/c1cccc(OCC)c1O,-0.5,3,-9,3,10,-0.5,14,-1,-2
CCOC(=O)c1sc(NC(=O)CSc2ncccn2)nc1C,-0.5,1,1,-1,-1,-0.6,6,-3,-8
CC1(C(=O)NC2CCCC2)CCC(=O)N1Cc1cccs1 (stereo not given),0.8,2,7,-6,13,0.9,-3,-10,0
COc1ccc(NS(=O)(=O)c2cccc(C(=O)N/N=C(\C)c3ccncc3)c2)cc1,0.5,5,9,5,-4,-0.3,9,-3,-5
CN(C)/C=C(/C(=O)c1ccccc1Cl)S(C)(=O)=O,0.1,-1,7,-7,18,-0.2,-3,-2,-3
CC(C)c1ccc(NC(=O)c2csnn2)cc1,-0.8,2,3,-8,-7,-1.0,15,1,-4
Cc1ccc(N(CC(=O)N2CCOCC2)S(C)(=O)=O)cc1Cl,0.2,1,-8,-7,9,-0.8,2,-4,-5
CC1CN(c2nnc(-c3ccccc3)c3ccccc23)CC(C)O1 (stereo not given),0.3,0,-5,0,-4,0.7,-2,-4,-3
CCOC(=O)CON1C(=O)C(C)(C)N(OCC(=O)OCC)C(=O)C1(C)C,-0.3,2,0,6,6,-1.5,-4,-7,-1
CCCN(CCC)Cc1cc2ccccc2c2c1COC2,-1.1,0,-33,-6,-5,-0.7,1,-5,-4
O=C(Nc1cc2c3c(c1)CC(=O)N3CCC2)C1CC1,1.9,1,13,0,2,-0.5,7,-6,-1
O=C(c1cc(-c2ccco2)nc2ccccc12)N1CCN(c2ccc(F)cc2)CC1,1.6,-2,0,1,-5,0.3,-14,6,-3
O=Cc1ccccc1OCCN1CCCC1=O,0.8,5,2,-4,7,-0.6,-5,-4,-4
CC(=O)C1=C(O)C(=O)N(Cc2ccco2)C1c1ccc(F)cc1 (stereo not given),4.5,-2,-6,-2,18,-1.3,5,-5,-13
CC1CCc2c(sc(NC(=O)Cn3nc(C(=O)O)c4ccccc4c3=O)c2C#N)C1 (stereo not given),-0.6,5,-9,5,-16,-0.5,-5,12,1

# Full records, looked up by structure:
# CC(C)c1ccc(NC(=O)c2csnn2)cc1 as listed: MsrA inh = -0.8; MT1-MMP act inh = 2; SKN-1 inh = 3; eLon inh = -8; PABP1 MLLE inh = -7; TbMetRS inhib = -1.0; CendR NRP1 mod = 15; FAS TE block = 1; MsrA act = -4
# CCOC(=O)CON1C(=O)C(C)(C)N(OCC(=O)OCC)C(=O)C1(C)C as listed: MsrA inh = -0.3; MT1-MMP act inh = 2; SKN-1 inh = 0; eLon inh = 6; PABP1 MLLE inh = 6; TbMetRS inhib = -1.5; CendR NRP1 mod = -4; FAS TE block = -7; MsrA act = -1

# (listing goes on)
structure,MsrA inh,MT1-MMP act inh,SKN-1 inh,eLon inh,PABP1 MLLE inh,TbMetRS inhib,CendR NRP1 mod,FAS TE block,MsrA act
O=C(NCC1CCCO1)c1sc(=S)n2c1[nH]c(=O)c1ccc(C(=O)N3CCCCC3)cc12 (stereo not given),1.3,-3,-21,-5,-1,-0.1,-12,5,-8
Cc1ccccc1NS(=O)(=O)c1nnc(NC(=O)c2ccc(Br)cc2)s1,2.9,1,21,0,-5,-0.2,-8,-1,-5
CCN(CC)C(=O)[C@H]1C[C@H](CC(=O)NCC23CC4CC(CC(C4)C2)C3)C(=O)N2CCc3c([nH]c4cc(CCC(=O)N(C)C)ccc34)[C@]12C,0.1,1,2,4,17,-0.6,8,0,1
CC(C)Oc1ccc(C(=O)Nc2c3c(nn2C(C)(C)C)CS(=O)(=O)C3)cc1,-0.3,-1,-3,-1,-4,0.1,0,-4,-3
CCOC(=O)CC1COCCN1Cc1cn(C)nc1-c1ccccc1F (stereo not given),-0.7,-5,-11,-5,-4,-0.5,-10,-3,-8
COc1cccc(-n2nnc3c(=O)n(CC(=O)Nc4ccccc4C)cnc32)c1,1.8,2,2,5,1,-1.1,-1,-6,1
CCC(C)C(NC(=O)OCc1ccccc1)C(=O)NCC(c1ccccc1)N(C)C (stereo not given),-0.3,0,1,-5,4,-0.1,6,-5,0
C[C@]12c3[nH]c4cc(-c5ccco5)ccc4c3CCN1C(=O)[C@@H](CC(=O)NCCCn1ccnc1)C[C@@H]2C(=O)N1CCOCC1,·,4,-10,3,-10,-0.2,-1,-14,-1
COc1cccc(/C=C2\SC(=S)N(CCCC(=O)N3CCOCC3)C2=O)c1,0.0,2,-12,1,-2,-0.3,-20,-2,-4
COCCNC(=O)c1ccccc1NS(=O)(=O)c1ccc(Br)s1,-0.1,1,7,2,1,0.7,1,-5,-3
Cc1ccc(Cn2c(C)nc3c(c2=O)c2nc4ccccc4nc2n3Cc2ccco2)cc1,0.9,3,-5,-6,4,-0.5,-92,6,-8
C/C(=N/NS(=O)(=O)c1ccc(F)cc1)c1ccncc1,-0.3,-2,9,-12,-1,-0.5,-1,-7,-4
CSc1cccc(NC(=O)Cc2ccccc2[N+](=O)[O-])c1,0.2,0,9,0,-6,0.7,20,1,-4
O=C(NC(=S)Nc1ccc(S(=O)(=O)Nc2nccs2)cc1)c1ccc(Br)o1,0.5,-1,-1,1,7,-3.5,-15,-14,-12
O=C(Nc1cccc(F)c1)c1ccc2c(c1)OCO2,0.4,0,1,-3,11,-0.6,-3,-8,-3
Cc1cc(S(=O)(=O)Nc2ccc(C(=O)NCCN3CCOCC3)cc2)ccc1F,-0.8,-5,5,0,13,-0.3,11,-6,-7
COc1ccccc1OCCC(=O)OCC(=O)Nc1cc(S(=O)(=O)N(C)C)ccc1Cl,1.6,2,-2,-6,4,-1.1,8,-1,-2
O=C(NCCN1C(=O)S/C(=C\c2ccccc2F)C1=O)C1=COCCO1,4.8*,·,5,-10,-7,-0.6,14,3,-5
Cc1[nH]nc2c1C(C(C)c1ccccc1)C(C#N)=C(N)O2 (stereo not given),-1.8,2,5,8,2,-0.2,3,-2,-4
COc1ccc(CNC(=O)CN(C)CC(=O)Nc2ccccc2Br)cc1,-0.7,-3,-6,7,-9,0.0,12,-3,-6
CC(Oc1ccc2c3c(c(=O)oc2c1)CCC3)C(=O)NCCN1CCOCC1 (stereo not given),1.6,-2,-12,0,4,-0.6,5,-3,-4
CCNC(=S)N/N=C(\C)c1cc2ccccc2o1,5.6*,9,10,5,13,-0.8,-7,1,-11
COc1ccc(-n2nnnc2C(C2CC2)N2CCN(C/C=C/c3ccccc3)CC2)cc1 (stereo not given),-1.2,-4,1,-6,9,-0.7,10,9,-7
COCC(=O)N1CCC(Oc2ccc(C(=O)N[C@H](C(=O)OC)C(C)C)cc2)CC1,-0.2,0,11,-10,-5,-0.3,7,-5,-3
NS(=O)(=O)c1ccc(CNC(=O)c2ccc(Cl)cc2[N+](=O)[O-])cc1,-0.2,3,7,-14,3,-0.7,-3,-7,-2
COc1ccc(OC)c(C(=O)Nc2c(O)ccc3ccccc23)c1,0.1,5,3,-1,-11,-0.3,-7,11,-8
CC(NC(=O)c1ccco1)C1CCCO1 (stereo not given),-0.2,3,-4,-2,-4,-1.6,6,-12,-7
CC(C)C[C@H]1CN([C@@H](Cc2ccc(O)cc2)CN2CCC[C@H]2CN2C(=O)C(=O)NC[C@@H]2Cc2ccc(O)cc2)C(=O)C(=O)N1CCc1ccccc1,0.1,-1,-14,-3,·,0.1,-2,-9,2
CN1CCN(c2ccc(NC(=O)c3ccc([N+](=O)[O-])o3)cc2Cl)CC1,3.2,-9,20,2,-12,0.1,5,10,5
COc1ccc(N2CC(C(=O)N3CCN(C)CC3)CC2=O)cc1 (stereo not given),-0.7,4,2,-12,10,-0.7,4,-6,0
CC1=C(C(=O)Nc2ccccc2C)C(c2ccccc2)NC(=O)N1 (stereo not given),0.0,-2,5,-6,2,0.0,-2,-7,-2
C/C(=N\NC(=O)C(N)=O)c1ccc2c(c1)OCCO2,-1.2,2,4,-3,-2,-0.5,-12,-4,-2
CCC1CCCCN1C(=O)CSc1nc2c([nH]c3ccccc32)c(=O)n1C (stereo not given),-0.3,3,3,4,-2,-1.3,-20,-10,-3
O=C(CN1CCN(C(c2ccccc2)c2ccccc2)CC1)NC(=O)NCc1ccco1,0.7,-7,-6,2,-8,0.2,-12,13,-1
Cc1cc(=O)oc2cc(OCC(=O)NCCCN3CCCC3=O)ccc12,1.4,0,3,-3,19,0.0,3,-8,-2
Cc1nnc(NC(=O)CCCCCN2C(=O)C3C4C=CC(C4)C3C2=O)s1 (stereo not given),0.2,3,5,-2,-2,0.4,6,-7,0
CCN1CCN(C(=S)NCc2ccc(C)cc2)CC1,-1.9,3,8,-2,-120,-0.5,0,-11,-7
CCOc1ccc(S(=O)(=O)Nc2ccc(S(=O)(=O)Nc3cc(OC)ccc3OC)cc2)cc1,-0.6,2,-6,1,-1,-1.1,-9,11,-11

# Some of these compounds in order of count of non-hydrogen atoms, ascending.
structure,MsrA inh,MT1-MMP act inh,SKN-1 inh,eLon inh,PABP1 MLLE inh,TbMetRS inhib,CendR NRP1 mod,FAS TE block,MsrA act
CC(NC(=O)c1ccco1)C1CCCO1 (stereo not given),-0.2,3,-4,-2,-4,-1.6,6,-12,-7
C/C(=N\NC(=O)C(N)=O)c1ccc2c(c1)OCCO2,-1.2,2,4,-3,-2,-0.5,-12,-4,-2
COc1ccc(N2CC(C(=O)N3CCN(C)CC3)CC2=O)cc1 (stereo not given),-0.7,4,2,-12,10,-0.7,4,-6,0
CN1CCN(c2ccc(NC(=O)c3ccc([N+](=O)[O-])o3)cc2Cl)CC1,3.2,-9,20,2,-12,0.1,5,10,5
Cc1nnc(NC(=O)CCCCCN2C(=O)C3C4C=CC(C4)C3C2=O)s1 (stereo not given),0.2,3,5,-2,-2,0.4,6,-7,0
CC(Oc1ccc2c3c(c(=O)oc2c1)CCC3)C(=O)NCCN1CCOCC1 (stereo not given),1.6,-2,-12,0,4,-0.6,5,-3,-4
COCC(=O)N1CCC(Oc2ccc(C(=O)N[C@H](C(=O)OC)C(C)C)cc2)CC1,-0.2,0,11,-10,-5,-0.3,7,-5,-3
COc1ccc(-n2nnnc2C(C2CC2)N2CCN(C/C=C/c3ccccc3)CC2)cc1 (stereo not given),-1.2,-4,1,-6,9,-0.7,10,9,-7
CCOc1ccc(S(=O)(=O)Nc2ccc(S(=O)(=O)Nc3cc(OC)ccc3OC)cc2)cc1,-0.6,2,-6,1,-1,-1.1,-9,11,-11
CC(C)C[C@H]1CN([C@@H](Cc2ccc(O)cc2)CN2CCC[C@H]2CN2C(=O)C(=O)NC[C@@H]2Cc2ccc(O)cc2)C(=O)C(=O)N1CCc1ccccc1,0.1,-1,-14,-3,·,0.1,-2,-9,2
